Screening results (PubChem BioAssay)
SARS 3CLpro inh = SARS-CoV 3CLpro protease inhibition | recombinant SARS-CoV 3CLpro, quenched FRET peptide cleavage | inhibition, % at 6 µM | P0C6X7 | 0.14% of 290,000 active; in the data active = inhibition above about 12%
FBA Mtb inh = Mtb fructose-bisphosphate aldolase inhibition. P9WQA3. purified M. tuberculosis FBA, fluorescence read-out. inhibition, % at 1 µM. 2.3% of 360,000 active. AID 588726; in the data active = inhibition above about 27%;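 also: 0% = vehicle and 100% = reference inhibitor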
Target sequence (P9WQA3 whole entry, looked up): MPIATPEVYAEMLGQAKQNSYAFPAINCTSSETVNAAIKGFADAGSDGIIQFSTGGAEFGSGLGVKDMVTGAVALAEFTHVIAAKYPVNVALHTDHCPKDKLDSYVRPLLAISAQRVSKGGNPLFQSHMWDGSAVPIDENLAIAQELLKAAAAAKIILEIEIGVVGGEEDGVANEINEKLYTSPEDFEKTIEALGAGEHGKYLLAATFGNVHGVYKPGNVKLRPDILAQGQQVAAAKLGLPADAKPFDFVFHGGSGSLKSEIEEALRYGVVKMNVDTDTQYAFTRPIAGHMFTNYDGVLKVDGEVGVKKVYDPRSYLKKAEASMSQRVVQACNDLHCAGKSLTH
BH1578 lux ind = quorum light induction in luxS cqsA deficient V. cholerae | V. cholerae BH1578 lux reporter, luminescence, 6 h | activation, % at 18.7 µM | 0.16% of 350,000 active | AID 588436; in the data active = activation mostly above about 9.7%, no sharp cut-off; also: not every result past the cut was called active; inactives centre near 0; reference of the scale not given here
GDH-TPI counter = inhibits GDH-TPI coupling enzymes, artifact for Mtb FBA screen; GDH-TPI coupled enzyme counterscreen, NADH absorbance; inhibition, % at 4.8 µM; 1.2% of 360,000 active; in the data active = inhibition above about 30%;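 also: 0% = DMSO wells and 100% = wells lacking the enzyme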
PriA SSB inh = inhibitors of Klebsiella pneumoniae PriA binding to SSB C-terminal tail | AlphaScreen SSBct-PriA binding, biotinylated peptide | inhibition, % at 33 µM | 0.6% of 430,000 active; in the data active = inhibition mostly above about 37%, no sharp cut-off; inactive = mostly below about 20%;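 also: plate controls were negative control peptide for no effect and reference peptide for full effect; strong numbers were not always called active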
UGM FP inh = Mtb UDP-galactopyranose mutase inhibition; AID 504406; purified UGM, fluorescence polarization probe displacement; P9WIQ1; 0.06% of 320,000 active; inhibition, % at 10 µM; in the data active = inhibition above about 10%, passing the limit was not always enough
MazF activator = activators of E. coli MazEF toxin-antitoxin RNase | activation, % at 20 µM | FAM/BHQ RNA-DNA oligo cleavage fluorescence, 5 h | AID 504720 | 0.32% of 350,000 active | P0AE70; in the data active = activation above about 50%
Target sequence (P0AE70 whole entry, looked up): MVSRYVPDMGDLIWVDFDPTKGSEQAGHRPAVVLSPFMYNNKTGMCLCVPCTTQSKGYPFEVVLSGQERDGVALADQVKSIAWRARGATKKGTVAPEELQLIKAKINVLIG
Rv3671c inh = inhibitors of M. tuberculosis serine protease Rv3671c. P9WHR9. inhibition, % at 5.96 µM. 0.048% of 320,000 active; in the data active = inhibition above about 38%;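 also: extracellular domain of Rv3671c used as enzyme; 0% = enzyme with DMSO and 100% = no enzyme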
Target sequence (P9WHR9 whole entry, looked up, the tested form may be a part): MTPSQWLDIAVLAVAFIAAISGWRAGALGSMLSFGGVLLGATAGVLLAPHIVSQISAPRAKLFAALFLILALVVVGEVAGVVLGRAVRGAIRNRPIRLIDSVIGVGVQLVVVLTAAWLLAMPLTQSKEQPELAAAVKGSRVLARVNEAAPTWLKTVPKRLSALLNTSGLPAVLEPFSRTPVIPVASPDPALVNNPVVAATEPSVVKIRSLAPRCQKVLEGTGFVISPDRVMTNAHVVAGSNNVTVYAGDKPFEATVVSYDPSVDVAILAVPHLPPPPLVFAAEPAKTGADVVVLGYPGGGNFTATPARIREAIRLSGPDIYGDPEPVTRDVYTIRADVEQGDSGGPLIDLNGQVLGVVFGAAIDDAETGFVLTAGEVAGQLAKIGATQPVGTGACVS
BioA inh = blocks M. tuberculosis BioA enzyme activity | purified M. tuberculosis BioA enzyme, plate reader | 0.096% of 360,000 active | AID 602481 | inhibition, % at 9.99 µM; in the data active = inhibition above about 40%
VHR inh abs = DUSP3 (human) phosphatase inhibition; recombinant VHR phosphatase, pNPP absorbance; inhibition, % at 13.3 µM; 0.52% of 290,000 active; AID 1654; in the data active = inhibition above about 50%; also: some compounds called inactive have numbers as strong as hits
Target sequence (P51452 whole entry, looked up): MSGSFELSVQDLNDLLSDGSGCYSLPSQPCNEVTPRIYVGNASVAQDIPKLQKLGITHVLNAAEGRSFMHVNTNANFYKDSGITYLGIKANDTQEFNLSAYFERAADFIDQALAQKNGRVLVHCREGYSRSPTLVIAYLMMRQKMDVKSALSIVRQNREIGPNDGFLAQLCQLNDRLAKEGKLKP
Active calls of the source: *; i = inactive; x = not tested or not shown; & = joins results of further samples.

no. | Compound | BH1578 lux ind | Rv3671c inh | MazF activator | UGM FP inh | FBA Mtb inh
1 | O=C(COC(=O)c1cc(C(F)(F)F)cc(C(F)(F)F)c1)NCc1ccc(Cl)cc1 | -0.7 | 8 | -15 | 3.2 | -1
2 | O=C(Nc1cccc(-c2nc3ncccc3o2)c1)c1ccccc1 | 1.6 | -1 | 3 | -3.3 | 0
3 | Cc1ccc(OP(=O)(NCc2ccccc2)Oc2ccc(C)cc2)cc1 | -1.5 | -15 | -2 | 1.7 | 1
4 | CCCCNc1c(-c2ccc(OC)c(SC(C)CC)c2)nc2ccc(C)cn12 (centres undefined) | i | -1 | -8 | 3.3 | 41*
5 | Cc1ccc(C(=O)N(CC(=O)NC2CCCCC2)c2ccccc2C)s1 | -0.3 | -5 | 3 | 1.4 | 2
6 | CCOc1ccc2[nH]c3c(N4CCN(C(=O)c5ccco5)CC4)ncnc3c2c1 | -0.4 | -10 | 9 | 2.3 | 23
7 | CN(CC(=O)N1CCN(C2CCCCC2)CC1)S(=O)(=O)c1cccc2nsnc12 | i | 1 | -4 | -1.5 | 1
8 | CCN1C[C@@H]2[C@@H]3C(=O)N(Cc4ccccc4)C(=O)[C@@H]3[C@](Cc3ccccc3)(C1=O)N2C(=O)c1ccc(C(F)(F)F)cc1 | -0.5 | x | 2 | x | 5
9 | CN(CCOc1ccc(Cl)cc1)C(=O)c1cc(S(=O)(=O)N2CCOCC2)ccc1N1CCCC1 | i | -2 | 0 | -0.9 | -1
10 | CCN(C(=O)COC(=O)CCCc1c[nH]c2ccccc12)c1c(N)n(Cc2ccccc2)c(=O)[nH]c1=O | -0.9 | x | 5 | x | 6
11 | COCC(C)n1c(SCC(=O)NC(=O)NC2CCCC2)nc2ccccc2c1=O (centres undefined) | -0.3 | 2 | 7 | 0.7 | 1
12 | CCCS(=O)(=O)N1CCN(C(=O)COc2ccc(OC)cc2)CC1 | -0.1 | -6 | -4 | 2.4 | 0
13 | CC(C)CCNC(=O)c1cc(-c2ccncc2)nc2ccc(S(=O)(=O)N3CCOCC3)cc12 | -0.2 | -19 | 3 | -1.1 | 1
14 | CCOC(=O)C1=C2c3cc(OC)c(OC)cc3CC(C)(C)N2C(=O)C1=O | 0.0 | -2 | 2 | -0.7 | 8
15 | O=C(O)Cc1ccc(NC(=O)c2ccc3c(c2)C(=O)N(Cc2ccco2)C3=O)cc1 | -0.7 | 6 | 2 | 1.7 | 3

no. | PriA SSB inh | SARS 3CLpro inh | VHR inh abs | GDH-TPI counter | BioA inh
1 | -2 | -2 | -1 | 0 | -0.1
2 | 2 | 1 | -15 | -8 | 4.5
3 | -12 | 7 | 37 | 16 | 1.5
4 | -1 | x | x | -2 | 0.9
5 | -17 | 0 | 28 | 3 | 0.4
6 | 2 | -4 | 25 | -2 | 0.3
7 | -20 | 4 | 17 | 8 | -0.5
8 | -11 | x | x | 6 | -0.8
9 | 6 | x | x | 2 | -0.1
10 | 2 | x | x | 7 | -7.4
11 | -9 | x | x | 4 | -0.7
12 | -1 | 1 | 23 | -10 | x
13 | 14 | 2 | 40 | 11 | -1.7
14 | -1 | -1 | -2 | 27 | -0.6
15 | 5 | -1 | -16 | -5 | -1.5

Additional structures follow.
no. | Compound | BH1578 lux ind | Rv3671c inh | MazF activator | UGM FP inh | FBA Mtb inh
16 | CC(=O)N1CCCc2cc(S(=O)(=O)NC(C(=O)NC3CCCCC3)C(C)C)ccc21 (centres undefined) | -0.1 | 0 | -2 | -1.3 | -2
17 | CCc1cc(C(=O)O)c(NC(=O)/C=C/c2ccc(OC)cc2)s1 | i | 7 | -1 | 1.6 | -1
18 | CC(=O)NC1C(=O)N=C(SCC(=O)Nc2ccc(C(F)(F)F)cc2Cl)NC1=O (centres undefined) | i | -1 | 3 | -0.3 | -3
19 | CC(C)c1ccc(OC(=O)NCCO)cc1 | i | 5 | 0 | -1.9 | -1
20 | N#Cc1ccc(CN2CCN(C(=O)c3ccc(S(=O)(=O)NCc4ccco4)cc3)CC2)cc1 | -0.8 | -7 | -3 | -1.6 | 1
21 | O=C1c2ccccc2C(=O)N1c1ccc(Cl)cn1 | -1.3 | 5 | -7 | 1.9 | -4
22 | COCCNC(=O)COC(=O)c1ccc(OCC(=O)Nc2ccccc2OC)c(OC)c1 | i | -3 | -28 | 7.0 | 5
23 | C/C(=N\O)c1ccc2c(c1)OCCO2 | -0.5 | -1 | -22 | 6.5 | 0
24 | COCCCNCCOCCOc1ccc(Cl)cc1C(C)(C)C | -0.6 | -7 | 11 | 0.8 | -2
25 | COCCN(C(=O)CCC(=O)Nc1cc(C)on1)C(C(=O)NC(C)(C)C)c1ccc(OC)cc1 (centres undefined) | -0.4 | -8 | 1 | -1.7 | 2
26 | Nc1nnc(C(F)(F)F)s1 | -0.4 | 9 | -2 | -3.3 | 1
27 | CC1CCC2(CC1)NC(=O)N(CC(=O)Nc1cccc(C#N)c1)C2=O (centres undefined) | i | -8 | -2 | x | 2
28 | O=C(CN(c1ccc(Cl)c(Cl)c1)S(=O)(=O)c1ccccc1)N1CCc2ccccc2C1 | i | -17 | 15 | -1.6 | 0
29 | COc1ccc(CN(C(=O)c2cc3ccccc3oc2=O)C2CCS(=O)(=O)C2)cc1 (centres undefined) | -0.4 | 0 | -1 | -2.8 | 3
30 | CCCn1c(N)c(C(=O)COC(=O)CCNS(=O)(=O)c2ccccc2F)c(=O)[nH]c1=O | i | -6 | 5 | -2.9 | 4

no. | PriA SSB inh | SARS 3CLpro inh | VHR inh abs | GDH-TPI counter | BioA inh
16 | -1 | -1 | -2 | 6 | x
17 | -2 | 8 | 9 | 74* | -3.2
18 | -21 | 1 | 12 | 2 | x
19 | -2 | 4 | 27 | 0 | 0.3
20 | -1 | x | x | 5 | 0.4
21 | -9 | 0 | -6 | 8 | -4.7
22 | -7 | 1 | 14 | 0 | x
23 | x | 0 | 19 | 2 | -1.4
24 | -3 | 5 | 2 | -5 | 2.2
25 | -13 | -2 | 22 | 8 | -4.7
26 | -2&-1 | 5 | 11 | -4 | x
27 | -14 | x | x | 3 | -0.3
28 | -5 | -5 | 22 | 4 | x
29 | 0 | 1 | 12 | 6 | x
30 | -6 | x | x | 11 | x

Following part:
no. | Compound | BH1578 lux ind | Rv3671c inh | MazF activator | UGM FP inh | FBA Mtb inh
31 | CN1CN(c2ccccc2)C2(CCN(CCCSc3ccccc3NC(=O)/C=C/c3ccccc3)CC2)C1=O | i | x | -26 | x | 0
32 | Cc1cc(=O)oc(C)c1C(=O)OCC(=O)c1ccc(Cl)c(Cl)c1 | -0.9 | -6 | 8 | 1.0 | -2
33 | CC(C)c1ccccc1NS(=O)(=O)N(C)C | -0.6 | 4 | 9 | 0.5 | 6
34 | CN(Cc1ccccc1)c1nc(N)nc(Cl)c1C=O | -1.0 | 6 | -22 | 0.7 | 2
35 | Cc1cccc(NC(=O)CN(C)C(=O)C2CC2)c1C | i | 0 | 0 | 3.6 | 4
36 | CC(C)(C#N)c1cc(Cn2cncn2)cc(C(C)(C)C#N)c1 | x | 1 | x | 2.1 | x
37 | CC(NC(=O)C1CCC(C(C)(C)C)CC1)C(c1ccccc1)N1CCOCC1 (centres undefined) | i | 3 | -23 | 0.9 | 1
38 | COc1ccc(OCc2n[nH]c(=S)n2-c2ccc(C)cc2)cc1 | -3.0 | -7 | 5 | -1.1 | 1
39 | C=CCn1c(SCC(=O)Nc2sccc2C(N)=O)nc2sc(C)c(C)c2c1=O | -0.4 | -15 | -9 | 1.8 | 0
40 | O=C(OC(C(=O)NCc1ccccc1)c1ccccc1)c1ccco1 (centres undefined) | -0.2 | -5 | 3 | -1.8 | 0
41 | CCOC(=O)c1c(-c2ccccc2)cn2c(C)cc(C)nc12 | -0.3 | 4 | -4 | 0.0 | 30*
42 | CCC(C)(C)n1nnnc1C(C(C)C)N1CCN(C(=O)c2ccco2)CC1 (centres undefined) | -0.2 | 3 | 6 | 0.1 | 1
43 | CCOc1nc(SCCOc2ccc(Cl)cc2Cl)nc(N(C)C)n1 | -2.7 | -19 | -7 | -0.9 | -4
44 | Cc1nc2ccc(NC(=O)c3ccc([N+](=O)[O-])cc3)cc2s1 | i | -18 | 2 | -1.0 | 0
45 | COc1ccc(NC2CCCN(C(=O)c3ccc(C)nc3)C2)cc1 (centres undefined) | -3.6 | -1 | 9 | -3.0 | 0
46 | O=C1C2C(c3cccc(/C=C/c4ccccc4)c3)CC=CC2C(c2ccc(C(F)(F)F)cc2)N1Cc1ccccc1 (centres undefined) | i | -15 | -9 | 1.9 | 6
47 | O=C(O)C1CCCCC1C(=O)NCCCN1CCCC1=O (centres undefined) | -0.4 | 1 | -5 | 0.6 | 3

no. | PriA SSB inh | SARS 3CLpro inh | VHR inh abs | GDH-TPI counter | BioA inh
31 | 12 | x | x | 1 | x
32 | -7 | 3 | 0 | 6 | -0.4
33 | 4 | 7 | 6 | 0 | x
34 | 1 | -1 | 6 | 7 | x
35 | -11 | x | x | 0 | -1.7
36 | x | 3 | 16 | x | x
37 | 7 | 8 | -1 | 7 | 1.2
38 | -3 | -1 | -22 | 0 | x
39 | -6 | 8 | x | 19 | -7.5
40 | -10 | 4 | 24 | 2 | -1.1
41 | -9 | 1 | 26 | 6 | 2.6
42 | -7 | -2 | 18 | -12 | 0.6
43 | -31 | -2 | -6 | -4 | x
44 | -1 | -4 | 7 | 14 | x
45 | -3 | -3 | 14 | -15 | 1.7
46 | -9 | x | 34 | 16 | -3.5
47 | -6 | 3 | 2 | -1 | -2.8

One compound at a time, as listed above. Screens in order: BH1578 lux ind, Rv3671c inh, MazF activator, UGM FP inh, FBA Mtb inh, PriA SSB inh, SARS 3CLpro inh, VHR inh abs, GDH-TPI counter, BioA inh
`COc1ccc(NC2CCCN(C(=O)c3ccc(C)nc3)C2)cc1` (centres undefined) across the screens: -3.6, -1, 9, -3.0, 0, -3, -3, 14, -15, 1.7
`CCOc1nc(SCCOc2ccc(Cl)cc2Cl)nc(N(C)C)n1` across the screens: -2.7, -19, -7, -0.9, -4, -31, -2, -6, -4, x
`CC(NC(=O)C1CCC(C(C)(C)C)CC1)C(c1ccccc1)N1CCOCC1` (centres undefined) across the screens: i, 3, -23, 0.9, 1, 7, 8, -1, 7, 1.2
`CC(C)(C#N)c1cc(Cn2cncn2)cc(C(C)(C)C#N)c1` across the screens: x, 1, x, 2.1, x, x, 3, 16, x, x
`Cc1cccc(NC(=O)CN(C)C(=O)C2CC2)c1C` across the screens: i, 0, 0, 3.6, 4, -11, x, x, 0, -1.7

Reformatted with each value named: part of the list above
[37] CC(NC(=O)C1CCC(C(C)(C)C)CC1)C(c1ccccc1)N1CCOCC1 (centres undefined)
  BH1578 lux ind = i
  Rv3671c inh = 3
  MazF activator = -23
  UGM FP inh = 0.9
  FBA Mtb inh = 1
  PriA SSB inh = 7
  SARS 3CLpro inh = 8
  VHR inh abs = -1
  GDH-TPI counter = 7
  BioA inh = 1.2

[34] CN(Cc1ccccc1)c1nc(N)nc(Cl)c1C=O
  BH1578 lux ind = -1.0
  Rv3671c inh = 6
  MazF activator = -22
  UGM FP inh = 0.7
  FBA Mtb inh = 2
  PriA SSB inh = 1
  SARS 3CLpro inh = -1
  VHR inh abs = 6
  GDH-TPI counter = 7
  BioA inh = x

[43] CCOc1nc(SCCOc2ccc(Cl)cc2Cl)nc(N(C)C)n1
  BH1578 lux ind = -2.7
  Rv3671c inh = -19
  MazF activator = -7
  UGM FP inh = -0.9
  FBA Mtb inh = -4
  PriA SSB inh = -31
  SARS 3CLpro inh = -2
  VHR inh abs = -6
  GDH-TPI counter = -4
  BioA inh = x

[35] Cc1cccc(NC(=O)CN(C)C(=O)C2CC2)c1C
  BH1578 lux ind = i
  Rv3671c inh = 0
  MazF activator = 0
  UGM FP inh = 3.6
  FBA Mtb inh = 4
  PriA SSB inh = -11
  SARS 3CLpro inh = x
  VHR inh abs = x
  GDH-TPI counter = 0
  BioA inh = -1.7

A portion of the library; the hit share may differ from the screen's.
